Bioassay records: PubChem BioAssay, National Center for Advancing Translational Sciences (NCATS)
DRD3 agonist – agonists of human D3 dopamine receptor. max activation, %. actives 0.58% (n = 410,000). D3R DiscoveRx beta-arrestin cells, luminescence, 90 min; in the data active means max activation above about 30%; further: 0% is about no effect; mostly tested at two doses, the higher about 12 µM
Target sequence (P35462 whole entry, looked up): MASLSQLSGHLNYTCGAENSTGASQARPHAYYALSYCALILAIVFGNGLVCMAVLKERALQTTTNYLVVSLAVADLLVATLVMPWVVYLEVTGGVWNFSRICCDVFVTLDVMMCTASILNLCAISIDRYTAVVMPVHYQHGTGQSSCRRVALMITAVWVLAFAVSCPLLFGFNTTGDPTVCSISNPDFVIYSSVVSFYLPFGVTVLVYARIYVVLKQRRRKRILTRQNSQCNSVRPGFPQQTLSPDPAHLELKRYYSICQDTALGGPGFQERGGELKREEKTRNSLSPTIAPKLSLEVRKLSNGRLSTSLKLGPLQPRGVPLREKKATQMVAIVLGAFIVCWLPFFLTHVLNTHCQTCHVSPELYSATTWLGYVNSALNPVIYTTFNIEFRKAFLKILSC
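Agonist-mode cell screen: cells plated at 1500/well and incubated overnight at 37 °C, then exposed to library compounds for 90 min at 37 °C. Detection reagent was added for 30–60 min at room temperature, and luminescence was read.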
GLP-1R inv ag – inverse agonists of human GLP-1 receptor | actives 1.6% (n = 410,000) | AID 624417 | P43220 | Potency, µM (highest dose often 38.3 µM), without a hit: at the top dose activity change, negative = inhibition, most hits filed as inhibitors | HEK293 GLP-1R CRE-luciferase, luminescence, 24 h; GLP-1R form is constitutively active; further: potency means the concentration at half of the fitted maximal effect; on the % scale 0 is the no-effect control and ±100 the full control effect; nearly all actives have a fitted effect of over 55% in size
Target sequence (P43220 whole entry, looked up): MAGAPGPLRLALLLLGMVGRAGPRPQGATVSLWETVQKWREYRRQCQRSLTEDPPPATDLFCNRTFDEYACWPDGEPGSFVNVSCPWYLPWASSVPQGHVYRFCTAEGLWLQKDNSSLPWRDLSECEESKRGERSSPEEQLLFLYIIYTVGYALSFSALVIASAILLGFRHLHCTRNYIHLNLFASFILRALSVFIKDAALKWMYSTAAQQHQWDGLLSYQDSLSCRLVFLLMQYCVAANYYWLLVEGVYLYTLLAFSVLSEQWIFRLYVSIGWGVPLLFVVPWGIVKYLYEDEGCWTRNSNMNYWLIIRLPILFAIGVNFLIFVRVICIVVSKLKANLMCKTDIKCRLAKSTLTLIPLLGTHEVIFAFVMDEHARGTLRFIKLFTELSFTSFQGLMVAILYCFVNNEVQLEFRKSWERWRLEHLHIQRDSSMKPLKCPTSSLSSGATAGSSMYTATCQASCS
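Luminescence readout: a drop in cAMP-driven luciferase signal flags inverse agonism at a constitutively active GLP-1R stably expressed in HEK293. Compound exposure lasted 24 hr at 37 deg C, 5% CO2.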
GLP1R cytotox – cytotoxicity counter-screen for GLP-1 receptor inverse agonists | Potency, µM (highest dose often 38.3 µM), without a hit: top-dose activity change, negative = inhibition, usual class: inhibitors | actives 0.13% (n = 410,000) | AID 624418 | HEK293 cAMP-luciferase reporter cells, luminescence, 24 h;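 further: loss of luciferase light is scored as toxicity; potency means the concentration at half of the fitted maximal effect; on the % scale 0 is the no-effect control and ±100 the full control effect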
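Cells in DMEM/10% Nu serum/1% pen-strep, 1536-well format. Pre-incubated 12 h, dosed with 23 nL compound, incubated a further 24 h. Luciferase detection, 12 min at room temp, luminescence.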
Active calls of the source: *; ? = inconclusive; [ ] = another dose, or the depositor's remark. Unless noted, the call rests on the fitted dose curve; in most records, active means well fitted curve in the direction sought with a large enough effect; inconclusive means small, poorly fitted or top-dose-only effect, or another doubt; inactive means no such curve, though single readings can be large; an effect the other way counts as inactive or inconclusive. The list is partial; count on the stated rates, not on these rows.

entry | Molecule | DRD3 agonist | GLP-1R inv ag | GLP1R cytotox
1 | CCCN1CCc2nc(N3CCN(c4ncccn4)CC3)ncc2C1 | 0 | -1% | 1%
2 | CCCOc1ccc(C2CC(=O)Nc3c2c(C)nn3-c2nncc(-c3cccc(OC)c3)n2)cc1OC (configuration not stated) | -14 | -21% | -11%
3 | CC1CCN(CCNC(=O)c2ccc(Cn3c(SCc4ccccc4)nc4cccnc43)cc2)CC1 | -26 | ? | -10%
4 | CCCCc1nn2c(=O)cc(COC(=O)c3cccc(NC(=O)c4cccc(C)c4)c3)nc2s1 | 10 | -3% | 2%
5 | CCCSc1nc2c(c(=O)[nH]1)C(c1ccc(O)c(OCC)c1)CC(=O)N2 (configuration not stated) | -9 | 1% | 0%
6 | CCOc1ccc(OCC(=O)Nc2ccc(S(=O)(=O)Nc3cc(C)on3)cc2)cc1 | 7 | -7% | -9%
7 | O=C(NCCc1ccccc1)c1ccc(Cn2c(SCc3cccc(F)c3)nc3cccnc32)cc1 | -21 | -14% | -17%
8 | Cc1nn(C)c2c1c(C(F)(F)F)cc(=O)n2CC(=O)N1CCCCC1C (configuration not stated) | 2 | ? | 0%
9 | CCOC(=O)c1c(-c2ccccc2)csc1NC(=O)c1cc(-c2ccc(Br)cc2)on1 | 4 | 6% | -14%
10 | COc1ccc(NC(=O)CN2C(=O)C(c3ccc(C)cc3)=NC23CCCCCC3)cc1Cl | 1 | 11µM* | -7%

Additional structures:
entry | Molecule | DRD3 agonist | GLP-1R inv ag | GLP1R cytotox
11 | CCSc1nc2sc3c(c2c(=O)n1-c1ccc(C)c(Cl)c1)CCN(C(C)=O)C3 | 2 | -20% | -13%
12 | CCCOc1ccc(-c2nc(SCC(=O)c3ccc(Cl)cc3)n[nH]2)cc1 | -5 | 19% | 8%
13 | Cc1ccc(Cl)cc1NC(=O)CSc1nc2ccccc2c2nc(-c3ccccc3)nn12 | 2 | -11% | 2%
14 | CN(c1ccccc1C(=O)O)S(=O)(=O)c1ccc2[nH]c(=O)oc2c1 | 1 | 14% | -8%
15 | Cc1ccc(CNC(=O)Cn2ncc3c(C)n(Cc4ccc(Cl)cc4)c(C)c3c2=O)cc1 | -1 | 4% | 9%
16 | O=C(Nc1nc2n(n1)C(c1ccc(F)cc1)C=C(c1ccc(Cl)cc1)N2)c1ccc([N+](=O)[O-])cc1 (configuration not stated) | 8 | -17% | 41%[activator]
17 | CCCC(=O)NCC(c1ccc2c(c1)OCO2)N1CCN(c2ccccc2)CC1 (configuration not stated) | -21 | -5% | 2%
18 | CC(C)c1ccccc1NC(=O)CSc1nnc(COc2ccccc2Cl)o1 | -14 | ? | -1%
19 | CCc1ccccc1NC(=O)c1ncoc1-c1ccco1 | -15 | -20% | 8%
20 | O=C(NCC(c1ccco1)S(=O)(=O)c1ccc(Cl)cc1)c1ccc(C(F)(F)F)cc1 (configuration not stated) | 7 | ? | 7%

The results go on.
entry | Molecule | DRD3 agonist | GLP-1R inv ag | GLP1R cytotox
21 | COc1ccccc1CNC(=O)Cn1c(=O)nc(-c2ccccc2)c2ccccc21 | 2 | 6% | -15%
22 | O=S(=O)(c1ccccc1)c1nc(-c2cccs2)oc1N1CCCCC1 | -14 | 0% | 1%
23 | O=C(Nc1nc2n(n1)C(c1ccc(F)cc1)C=C(c1ccccc1)N2)c1ccc(Cl)cc1 (configuration not stated) | 2 | 7% | 135%[activator]
24 | CC(C)c1ccc2c(c1)NC(c1ccncc1)=NC(c1cccs1)=N2 | -27 | -26% | 0%
25 | Cc1ccc(-n2cc(C(=O)Oc3cccc(C)c3)c3ccccc3c2=O)cc1 | -13 | 5% | -8%
26 | CCOc1ccccc1N1CC(c2nc3ccccc3n2CCCCOc2cc(C)ccc2C)CC1=O (configuration not stated) | 1 | -11% | -1%
27 | Cc1ccc(-c2nc(CS(=O)CC(=O)NCCc3ccc(Cl)cc3)c(C)o2)cc1 (configuration not stated) | 6 | ? | -5%
28 | Cc1ccc2c(CC(=O)Nc3ccc(S(=O)(=O)N4CCC(C)CC4)cc3)coc2c1 | 6 | ? | -15%
29 | COc1ccc(S(=O)(=O)NCC(c2ccc(N(C)C)cc2)N2CCOCC2)cc1 (configuration not stated) | -13 | -8% | -1%
30 | CC(C)(C)c1ccc(C(=O)N2CC(=O)Nc3ccc(F)cc3C2c2ccc(F)cc2)cc1 (configuration not stated) | -13 | ? | 0%

The list goes on.
entry | Molecule | DRD3 agonist | GLP-1R inv ag | GLP1R cytotox
31 | CCc1ccc(S(=O)(=O)c2nnn3c2nc(NCc2cccs2)c2sccc23)cc1 | 5 | 60%[activator] | 20%
32 | COc1ccc(NC(=O)c2c(C)oc3ccc(O)c(CN4CCOCC4)c23)cc1 | 5 | 6% | 1%
33 | Cc1ccc2nc(CSc3nnc(NC(=O)C(C)C)s3)cc(=O)n2c1 | 0 | 8% | -18%
34 | COc1ccc(CCNS(=O)(=O)c2ccc(N3CCCCS3(=O)=O)cc2)cc1OC | -5 | -14% | 0%
35 | CN(C)C(=O)c1ccc(NC(=O)Cn2nc(-c3ccccc3)c3ccccc3c2=O)cc1 | 5 | 20% | -14%
36 | COc1ccc(OC(=O)c2nc(SCc3ccccc3F)ncc2Cl)cc1 | -5 | -12% | 0%
37 | Cc1nc(C)c(-c2ccc(SCC(=O)Nc3ccc(C)c(F)c3)nn2)s1 | 12 | 8% | 2%
38 | CCc1ccc(NC(=O)CSc2nnc(-c3nonc3NC(C)=O)n2-c2ccccc2)cc1 | 0 | ? | 0%
39 | Cc1ccc(CNC(=O)c2cc3c(s2)-c2ccc(Cl)cc2SC3)cc1 | -8 | 12% | -13%
40 | CCc1nc2ccccc2n2c(-c3ccccc3)c3c(=O)n(C)c(=O)n(C)c3c12 | 12 | 24% | -18%

More compounds
entry | Molecule | DRD3 agonist | GLP-1R inv ag | GLP1R cytotox
41 | COc1ccc(CCNC(=O)C(=O)Nc2ccc(C)c(C)c2)cc1 | 0 | 4% | -7%
42 | O=C(CSc1nc2ccccc2n1Cc1ccccc1F)NCc1ccccc1 | -6 | -22% | -9%
43 | COc1ccc(OC)c(/C=C(\C#N)c2nc3ccccc3c(=O)[nH]2)c1 | 1 | -12% | 6%
44 | COc1cc(-c2nc(-c3cccc(Cl)c3)c(-c3ccccc3)[nH]2)cc(OC)c1OC | -29 | 3.5µM* | ?
45 | Cc1ccccc1NC(=O)c1cnc2sc(N3CCCC3)nn2c1=O | 5 | -9% | 2%
46 | COc1cccc(Nc2nc3c(S(=O)(=O)c4cc(C)ccc4C)nnn3c3ccsc23)c1 | -1 | 6% | 15%
47 | Cc1ccc(C)c(N2CCN(C(c3ccccc3)c3nnc(-c4ccccc4)o3)CC2)c1 (configuration not stated) | -4 | ? | -1%
48 | CSc1ncc(Cl)c(C(=O)N(Cc2ccc(N(C)C)cc2)Cc2ccco2)n1 | 3 | ? | -9%
49 | COc1cccc(C(=O)NCC(c2ccc3c(c2)OCO3)N2CCOCC2)c1 (configuration not stated) | -8 | 1% | -8%
50 | Cc1cccc(N2CCN(C(=O)Cn3nc(C)c4sc5ccccc5c4c3=O)CC2C)c1 (configuration not stated) | 1 | 3% | -10%

Remaining list, next part:
entry | Molecule | DRD3 agonist | GLP-1R inv ag | GLP1R cytotox
51 | COCCn1c(SCC(=O)c2ccc(F)cc2)nc2cc(C(=O)NC3CCCC3)ccc2c1=O | 1 | 12% | 5%
52 | COc1ccc(NC(=O)CSc2ccc3nc(-c4ccccc4)cn3n2)c(OC)c1 | 8 | 22% | 3%
53 | CCOC(=O)c1[nH]c(C)c(CCC(=O)Nc2cc(Cl)c(OC)cc2OC)c1C | -6 | 4% | 0%
54 | CCCCN(CC)C(=O)Cn1c(=O)n(-c2ccc(OCC)cc2)c(=O)c2c3c(sc21)CCC3 | 5 | -17% | -9%
55 | Cc1ccc(S(=O)(=O)N2CCCc3cc(NC(=O)c4ccc(C(F)(F)F)cc4)ccc32)cc1 | -18 | ? | 8%
56 | Cc1cc(C(=O)Nc2ccc(-n3c(C)nc4ccccc4c3=O)cc2)ccc1[N+](=O)[O-] | -2 | 4% | -13%
57 | Cc1ccc(S(=O)(=O)c2nnn3c2nc(N2CCN(c4cccc(C)c4C)CC2)c2ccccc23)cc1C | -7 | 10% | 3%
58 | CC(=O)c1cccc(NC(=O)C2CCN(c3ncnc4c3nc3n4CCCCC3)CC2)c1 | 4 | 14% | -5%
59 | COC(=O)c1ccc(NC(=O)CCn2cccn2)cc1 | -1 | 8% | 5%
60 | COc1ccc(OC)c(CCNC(=O)c2c(C)oc3ncn(CC(C)C)c(=O)c23)c1 | -4 | -24% | -13%

(next part)
entry | Molecule | DRD3 agonist | GLP-1R inv ag | GLP1R cytotox
61 | CCc1cccc(NC(=O)Cn2nc(CC)n3c(cc4cc(C)ccc43)c2=O)c1 | 6 | 17% | 6%
62 | COc1ccc(-c2cc(=O)oc3c4c(ccc23)OCN(Cc2ccccc2)C4)cc1 | -2 | 2% | 94%[activator]
63 | Cc1cccc(N2CCN(S(=O)(=O)c3ccc(F)c(C(=O)Nc4ccc(C(C)C)cc4)c3)CC2)c1C | 6 | 5% | -3%
64 | Cc1ccc(NC(=O)Nc2nnc(N3CCCC3)s2)c(C)c1 | 1 | 1% | -4%
65 | O=C(CC1N=C2c3ccccc3N=C(SCC(=O)Nc3ccccc3F)N2C1=O)NCc1ccc2c(c1)OCO2 (configuration not stated) | -2 | 0% | -14%
66 | CC(=O)c1ccc(NC(=O)Nc2nnc(N3CCCC(C)C3)s2)cc1 (configuration not stated) | 4 | -4% | 5%
67 | CCC(Sc1nc2nccnc2c(=O)n1Cc1ccc(OC)cc1)C(=O)NC1CCCCC1 (configuration not stated) | -15 | 3% | -8%
68 | O=c1c2cnn(-c3ccc(Cl)cc3)c2ncn1Cc1cccc(C(F)(F)F)c1 | -1 | 14% | 9%
69 | Cc1ccc2c(=O)cc(C(=O)Nc3c(C(=O)c4ccc(F)cc4)oc4ccccc34)oc2c1C | -12 | 11% | 13%
70 | COc1ccc(Cc2c(C)nn(-c3nc(C)c(C(=O)Nc4ccc(C)cc4C)s3)c2C)cc1 | -8 | 10% | 14%

(list continues)
entry | Molecule | DRD3 agonist | GLP-1R inv ag | GLP1R cytotox
71 | CC(CCc1ccccc1)NC(=O)CSc1n[nH]c(-c2ccc(F)cc2)n1 (configuration not stated) | -10 | ? | -17%
72 | Cc1ccc(N(Cc2cccs2)C(=O)Nc2cccc(Cl)c2)cc1 | 3 | -19% | -12%
73 | Cc1cc(O)c(C(c2ccccc2)N2CCCCC2)c(=O)n1Cc1ccco1 (configuration not stated) | 3 | -13% | -10%
74 | Cc1ccc(-c2cn3cccc(C)c3n2)cc1NS(=O)(=O)c1ccccc1 | -9 | ? | -17%
75 | O=C(COc1ccccc1F)Nc1ccc(Cl)c(-c2nc3ccccc3[nH]2)c1 | 0 | ? | -32%
76 | CCOc1cc(CNC(=O)c2cc(-c3ccccc3)n[nH]2)cc(OCC)c1OCC | 6 | ? | -5%
77 | Cc1c(C(=O)N(C)Cc2ccccc2)sc2nc(-c3ccc(F)cc3)cn12 | -4 | ? | ?
78 | COc1ccccc1C(=O)Nc1onc2c1CCCC2 | 4 | ? | 1%
79 | CC(C)Oc1ccc(CNC(=O)c2ccc3c(c2)N(C)C(=O)C2CCCCN32)cc1 (configuration not stated) | -31 | -26% | 18%
80 | Cc1ccccc1OCC(=O)Nc1ccc2nc(SCc3ccccc3)sc2c1 | 1 | 5% | 8%
81 | CCN(CC)CCNC(=O)c1ccc(Cn2c(SCc3ccccc3)nc3cccnc32)cc1 | -14 | ? | -9%
82 | CC(=O)N1c2nc(-c3ccco3)nn2C2(CCCCC2)[C@@H]2CCCC[C@@H]21 | -5 | 10% | -1%
83 | N#C/C(=C\c1ccc(Cl)cc1)c1nc(-c2cc3ccccc3oc2=O)cs1 | 1 | 10% | -16%
